CHO parental Ca – counter-screen for OX1R antagonists: effect in parental CHO cells; parental CHO-K1, ATP-induced calcium, Fluo-8 fluorescence; inhibition, % at 5.6 µM; 0.63% of 330,000 active;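 active = inhibition above that plate's mean sample inhibition plus 3 SD, cut at about 26% in these data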;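 also: 0% = ATP-challenged DMSO wells and 100% = DMSO wells without ATP; some compounds past the cut are filed as inactive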
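Material – parental CHO cells · Reagent – ATP stimulus · Compound – single nominal dose of 5.6 µM per compound · Detection – Fluo-8 fluorescence · Read-out basis – percent inhibition of calcium signal · Controls – ATP-challenged DMSO wells low, unchallenged DMSO wells high · Repeats – no replicates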
CHRM1 agonist – human M1 muscarinic receptor agonism | AID 588814 | activation, % at 3 µM | CHO-K1 hM1, Fluo-8 calcium fluorescence, agonist mode; 0% DMSO, 100% acetylcholine EC100 | 0.33% of 360,000 active | P11229;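 active = activation above the run's mean compound activation plus 3 SD, cut at about 16% in these data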;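 also: peak over basal fluorescence ratio within a 140 s kinetic read after compound addition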
Target sequence (P11229 whole entry, looked up): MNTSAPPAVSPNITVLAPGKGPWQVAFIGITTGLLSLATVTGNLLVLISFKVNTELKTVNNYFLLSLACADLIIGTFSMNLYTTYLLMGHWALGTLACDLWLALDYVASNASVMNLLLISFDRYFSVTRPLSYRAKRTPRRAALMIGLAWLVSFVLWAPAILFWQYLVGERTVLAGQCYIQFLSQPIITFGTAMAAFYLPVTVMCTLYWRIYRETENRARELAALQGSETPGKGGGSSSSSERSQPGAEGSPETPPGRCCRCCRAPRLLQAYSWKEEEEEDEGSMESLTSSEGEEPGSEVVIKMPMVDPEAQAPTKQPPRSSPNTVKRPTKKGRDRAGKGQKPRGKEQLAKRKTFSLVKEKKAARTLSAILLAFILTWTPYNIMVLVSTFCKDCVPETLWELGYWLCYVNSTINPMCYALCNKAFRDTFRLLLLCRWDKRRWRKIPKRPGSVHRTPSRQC
CHO-K1 Ca antag – counter-screen for M1 antagonists: effect in parental CHO-K1 cells; ATP-induced calcium, Fluo-8 fluorescence; inhibition, % at 3 µM; 0.6% of 360,000 active; AID 602250;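 active = inhibition above a per-plate cutoff, the plate's mean sample inhibition plus 3 SD, cut at about 24% in these data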;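 also: 0% = DMSO plus EC80 ATP and 100% = DMSO alone without ATP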
M1 PAM – human CHRM1 positive allosteric modulation | activation, % at 3 µM | 0.088% of 360,000 active | CHO-K1 hM1, Fluo-8 calcium fluorescence, ACh EC20; 0% = ACh EC20, 100% = maximal ACh | P11229 | AID 588819; in the data active = activation above about 19%, passing the limit was not always enough
M1 ag parental – counter-screen for M1 agonists: effect in parental CHO-K1 cells; Fluo-8 calcium fluorescence; scaled to maximal ATP response, vehicle zero; AID 602248; 0.48% of 360,000 active; activation, % at 3 µM; in the data active = activation above about 15%;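 also: untransfected CHO-K1 host cells lacking M1 receptor as counterscreen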
M4 antag – blocks acetylcholine activation of human M4 receptor; CHO-hM4 cells, ACh EC80, Fluo-8 calcium fluorescence; P08173; 0.73% of 360,000 active; inhibition, % at 3 µM;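 active = inhibition above its plate's cutoff, the mean inhibition of sample wells plus 3 SD, cut at about 27% in these data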;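 also: 0% = acetylcholine EC80 with DMSO and 100% = DMSO without agonist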
OXTR potentiate – human OXTR potentiation | activation, % at 3 µM | CHO-OTR cells, Fluo-8 calcium fluorescence, potentiator mode; 0% = oxytocin EC15, 100% = EC100 | 0.061% of 320,000 active;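 active = activation above that plate's cutoff, the mean activation of tested compounds plus 3 SD, cut at about 6.6% in these data, passing the limit was not always enough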;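 also: 100% uses oxytocin at 75 nM as the full agonist control; some results filed as inactive read as strong as hits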
Target sequence (P30559 whole entry, looked up): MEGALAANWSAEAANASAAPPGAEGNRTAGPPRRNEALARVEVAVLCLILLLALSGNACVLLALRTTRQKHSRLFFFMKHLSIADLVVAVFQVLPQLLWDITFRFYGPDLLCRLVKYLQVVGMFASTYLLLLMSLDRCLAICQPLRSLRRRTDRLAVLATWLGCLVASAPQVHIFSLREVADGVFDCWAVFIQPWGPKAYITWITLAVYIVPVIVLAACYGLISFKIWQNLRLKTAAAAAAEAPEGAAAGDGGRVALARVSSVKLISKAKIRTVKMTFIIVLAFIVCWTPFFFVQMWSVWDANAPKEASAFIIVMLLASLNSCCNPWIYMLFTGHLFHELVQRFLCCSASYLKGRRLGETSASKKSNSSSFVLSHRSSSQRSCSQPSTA
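Assay system: CHO cell line stably expressing human OTR | Also added: Oxytocin at about EC15, sub-maximal agonist stimulus | Times: Compound 6 min at room temperature before oxytocin, 100 s read | Measured by: Fluo-8 intracellular calcium fluorescence, ex 470-495, em 515-575 nm | Controls: EC15 oxytocin alone as 0%, 75 nM oxytocin as 100%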
M4 ag – agonists of human muscarinic M4 receptor (CHRM4). P08173. AID 624127. 0.14% of 360,000 active. activation, % at 3 µM. CHO-K1 hM4/Gqi5, Fluo-8 calcium fluorescence; vehicle 0%, full acetylcholine response 100%;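 active = activation above the run mean over all test wells plus 3 SD, cut at about 32% in these data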;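 also: peak over basal fluorescence ratio per well then scaled between controls; 0% = DMSO wells and 100% = acetylcholine at EC100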
CHRM1 antagonist – human CHRM1 antagonism; CHO-K1 hM1, Fluo-8 calcium fluorescence, ACh EC80 antagonist; inhibition, % at 3 µM; 1.3% of 360,000 active;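 active = percent inhibition above its own plate's cutoff, namely the mean of that plate's compound wells plus 3 SD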;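 also: peak over basal fluorescence ratio during 140 s after agonist addition; 0% = ACh EC80 plus DMSO and 100% = DMSO alone without agonist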
The depositor's hits bear a star; · = not tested or not shown.

Start of the data: the first four entries as a preview:
(1) CCC12CN3CC(CC)(CN(C1)C3c1ccc([N+](=O)[O-])o1)C2=O (stereo unspecified)
(2) CCOc1c(Br)cc(CNc2ccc3c(c2)OCCO3)cc1OC
(3) O=C(NC(Cc1ccccc1)C(=O)O)C1CCCCC1 (stereo unspecified)
(4) CC(C)Cc1c(O)nc(SCC(=O)Nc2ccc3c(c2)CCC3)[nH]c1=O
Screen / compound no.	1	2	3	4
CHO parental Ca	-8	-12	-4	-10
CHRM1 agonist	-8	-3	-4	-5
CHO-K1 Ca antag	2	3	-7	-15
M1 PAM	9	-3	-5	2
M1 ag parental	0.3	0.4	0.7	1.0
M4 antag	7	-15	13	-6
OXTR potentiate	-13	-15	0	10
M4 ag	0	2	1	1
CHRM1 antagonist	-7	8	9	1

The listing, from the first entry:
(1) CCC12CN3CC(CC)(CN(C1)C3c1ccc([N+](=O)[O-])o1)C2=O (stereo unspecified)
(2) CCOc1c(Br)cc(CNc2ccc3c(c2)OCCO3)cc1OC
(3) O=C(NC(Cc1ccccc1)C(=O)O)C1CCCCC1 (stereo unspecified)
(4) CC(C)Cc1c(O)nc(SCC(=O)Nc2ccc3c(c2)CCC3)[nH]c1=O
(5) COc1cccc(-c2nn(-c3ccc(C)cc3)cc2C(=O)N(C)CC(=O)Nc2cccc(F)c2)c1
(6) O=C(Oc1ccc(NC(=O)c2cc3c(cc2Br)OCO3)cc1)c1ccccc1
(7) COc1ccc(CCN2C(=O)CC(N3CCOCC3)C2=O)cc1OC (stereo unspecified)
(8) O=C(NN=Cc1ccc(F)cc1)c1ccccc1NS(=O)(=O)c1cccs1
Screen / compound no.	1	2	3	4	5	6	7	8
CHO parental Ca	-8	-12	-4	-10	-18	-2	-3	-6
CHRM1 agonist	-8	-3	-4	-5	-4	-2	-2	3
CHO-K1 Ca antag	2	3	-7	-15	1	-3	-1	17
M1 PAM	9	-3	-5	2	-3	8	0	-5
M1 ag parental	0.3	0.4	0.7	1.0	2.2	0.5	0.3	1.9
M4 antag	7	-15	13	-6	16	-2	0	0
OXTR potentiate	-13	-15	0	10	-9	-10	-5	-7
M4 ag	0	2	1	1	15	1	1	3
CHRM1 antagonist	-7	8	9	1	12	1	-6	5

Results in sequence from the list:
CHO-K1 Ca antag, nos. 1 to 8: 2, 3, -7, -15, 1, -3, -1, 17

Look-ups from the list:
no. 2 in CHO-K1 Ca antag = 3
no. 8 in M4 ag = 3
no. 4 in OXTR potentiate = 10
no. 7 in M4 ag = 1
no. 5 in M1 PAM = -3
no. 3 in CHO parental Ca = -4

Continuation.
(9) Cc1ccc(CNC(=O)Cn2cnc(S(=O)(=O)N3CCCCC3)c2)o1
(10) Cc1ccc(S(=O)(=O)N2CCC(C(=O)OC(C)C(=O)NC3CCCCC3C)CC2)cc1C (stereo unspecified)
(11) Cc1ccc(CNC(=O)c2cc3c(=O)n4ccccc4nc3n(CC3CCCO3)c2=N)cc1 (stereo unspecified)
(12) CC1CCCCN1C(=O)CSc1nc(C2CC2)nc2c1cnn2-c1ccccc1 (stereo unspecified)
(13) Cc1ccccc1NC(=O)N1CCN(S(=O)(=O)c2ccccc2)CC1
(14) C#CCn1c(-c2cccs2)nc2ccccc21
(15) CCOc1ccccc1NS(=O)(=O)c1c(C)noc1C
(16) COc1ccccc1NC(=S)N1CCN(C/C=C/c2ccccc2)CC1
Screen / compound no.	9	10	11	12	13	14	15	16
CHO parental Ca	-9	-28	-18	-10	5	-14	-17	-2
CHRM1 agonist	-2	-5	-3	-6	-13	-4	-4	-9
CHO-K1 Ca antag	-10	-16	-13	-9	-3	5	-15	-3
M1 PAM	4	-4	6	4	-2	5	8	9
M1 ag parental	1.4	3.3	-0.6	0.6	-0.1	-0.6	0.6	1.2
M4 antag	-3	0	-1	-1	6	-1	-4	4
OXTR potentiate	-4	2	-13	-4	-3	4	-5	-4
M4 ag	3	6	0	0	1	-1	2	1
CHRM1 antagonist	-5	3	-6	-4	2	2	-7	0

(17) COc1ccccc1-c1ccc2c(c1)C(C)(Cc1ccc(OC(F)(F)F)cc1)C(=O)N2 (stereo unspecified)
(18) COc1ccc(OC)c(NC(=O)COC(=O)COc2ccc(Nc3ccccc3)cc2)c1
(19) CCCNC(=O)N1CCN(S(=O)(=O)c2ccc3c(c2)OCCO3)CC1
(20) CCN1CCN(C(c2cccc(OC)c2OC)c2nnnn2Cc2ccco2)CC1 (stereo unspecified)
(21) C/C(=N/NC(=O)c1ccc(Br)o1)c1cccc(NC(=O)c2ccc(C)o2)c1
(22) CC(C)Cn1c(N)c(C(=O)COC(=O)c2cnc(Cl)c(Cl)c2)c(=O)n(C)c1=O
(23) O=C(Cc1ccc(S(=O)(=O)N2CCCC2)s1)N1CCOCC1
(24) Cc1nc2ccccn2c1-c1csc(Nc2ccc(C(=O)O)cc2)n1
Screen / compound no.	17	18	19	20	21	22	23	24
CHO parental Ca	·	-6	-1	-5	-13	-13	6	-23
CHRM1 agonist	-5	-1	-1	-12	-6	-3	-5	-3
CHO-K1 Ca antag	-3	-5	1	6	-4	-8	-3	6
M1 PAM	6	2	10	9	-6	-10	2	7
M1 ag parental	0.6	2.3	0.5	0.7	0.9	12	0.1	-0.2
M4 antag	-14	4	-3	4	-4	3	9	2
OXTR potentiate	·	-5	2	-3	1	-17	-6	-4
M4 ag	-1	14	2	1	3	19	0	0
CHRM1 antagonist	-15	-6	-11	-4	11	23	1	-6

(25) C=CCn1c(COc2cc(C)ccc2C(C)C)nnc1SCC(=O)c1c(N)n(C)c(=O)n(C)c1=O
(26) CCCCN1C[C@H](c2ccc(OC)cc2)[C@@H](CC(=O)Nc2ccc(Br)cc2)C1=O
(27) O=C(CSc1nccn1Cc1ccc(F)cc1)NC1CCCCC1
(28) CNC(=O)COC(=O)/C=C/c1cn(-c2ccccc2)nc1-c1ccc2c(c1)OCCO2
(29) CCCn1c(C(C)NS(=O)(=O)c2ccccc2)n[nH]c1=S (stereo unspecified)
(30) CCOc1ccc(OCC)c(-c2c(=O)n(OCc3ccccc3C(=O)OC)c3ccccc3[n+]2[O-])c1
(31) O=C(CSc1nc2ccccc2o1)c1cc2ccccc2oc1=O
(32) CC12C(=O)N(CCC(=O)O)C(=O)C1C1C=CC2C1 (stereo unspecified)
Screen / compound no.	25	26	27	28	29	30	31	32
CHO parental Ca	-7	·	·	3	-2	-16	-7	-9
CHRM1 agonist	-4	-4	-4	-5	-2	-6	-4	-1
CHO-K1 Ca antag	1	6	-4	-4	-15	-12	1	-2
M1 PAM	4	-12	4	3	0	4	6	4
M1 ag parental	-0.2	0.3	0.9	0.6	2.4	-0.6	0.8	-0.1
M4 antag	-8	-2	1	3	-12	-4	-3	-2
OXTR potentiate	-1	·	·	-18	-4	-4	-8	-13
M4 ag	1	2	2	1	1	-2	3	0
CHRM1 antagonist	-2	17	-10	-4	6	-4	-25	-2

(33) CS(=O)(=O)N(CC(=O)N1CCCC1)c1ccccc1Br
(34) CCCCn1c2c(c(=O)n(C)c1=O)C(CC(=O)OCC(=O)Nc1cccc(C(F)(F)F)c1)C(=O)N2 (stereo unspecified)
(35) Cc1nn(-c2ccccc2)c2c1C(c1ccc(F)cc1F)C(C#N)=C(N)O2 (stereo unspecified)
(36) CC(C)(C)c1ccc(OCC(=O)NNC(=O)C2CCCO2)cc1 (stereo unspecified)
(37) Cc1cccc(C)c1NC(=O)CNC(=O)c1ccc(S(=O)(=O)NCc2ccco2)cc1
(38) COc1ccc(CCNCc2ccccc2N2CCCC2)cc1
(39) O=C1CCC2S/C(=C/Nc3ccc(C(F)(F)F)cc3)C(=O)N12 (stereo unspecified)
(40) C=CCN(C(=O)CCC(=O)Nc1cc(C)on1)C(C(=O)NC1CCCC1)c1cccnc1 (stereo unspecified)
Screen / compound no.	33	34	35	36	37	38	39	40
CHO parental Ca	5	-12	-15	-3	4	-20	-9	-4
CHRM1 agonist	-4	-3	0	-3	-3	-8	-11	-2
CHO-K1 Ca antag	-3	2	-35	0	-17	-8	-12	24*
M1 PAM	17	3	4	10	10	-9	12	-2
M1 ag parental	0.3	0.4	0.6	-0.1	0.3	3.2	1.0	-0.4
M4 antag	4	-7	-11	-11	-5	14	7	4
OXTR potentiate	-12	-5	-4	-8	-7	3	-2	-9
M4 ag	0	1	6	1	1	0	1	0
CHRM1 antagonist	-28	-24	-1	-9	-17	5	-9	6

(41) CN(C)c1ccc(C=C(C#N)C(=O)c2ccccc2)cc1Br
(42) Cc1cccc(N2CCN(C(=O)C(Cc3ccccc3)NC(N)=O)CC2)c1C (stereo unspecified)
(43) O=C1CCc2cc(NS(=O)(=O)c3cc(F)ccc3F)cc3c2N1CC3
(44) CS(=O)(=O)NN1C(=O)c2ccccc2NC1c1cccc(O)c1 (stereo unspecified)
(45) CCCCC(CC)C(=O)NCC(C)NC(=O)C(CC)CCCC (stereo unspecified)
(46) COc1ccc(Cl)cc1NC(=S)N1CCC(c2ccc(C)cc2)C1 (stereo unspecified)
(47) COc1ccc(CCN2C(=O)CCC2(C)c2nnnn2Cc2ccccc2)cc1OC (stereo unspecified)
(48) COc1ccc(NC(=O)c2ccccc2[N+](=O)[O-])cc1
Screen / compound no.	41	42	43	44	45	46	47	48
CHO parental Ca	·	-19	-3	-2	-17	-1	·	1
CHRM1 agonist	3	-3	-1	-6	-4	-4	·	-4
CHO-K1 Ca antag	2	9	4	-4	-1	16	-9	-11
M1 PAM	10	0	4	9	-1	7	·	3
M1 ag parental	1.5	2.0	1.7	-0.3	-0.2	-0.8	2.1	0.1
M4 antag	-6	0	-5	-9	2	11	-9	2
OXTR potentiate	·	-15	-5	-16	-3	-10	·	-2
M4 ag	2	1	2	0	0	-2	2	0
CHRM1 antagonist	3	6	3	-8	1	-16	·	-4

(49) Cc1ccc(C(=O)N2CCN(c3ccc(NC(=S)NC(=O)Cc4ccccc4)cc3)CC2)cc1
(50) O=C(c1ccccc1)N1N=C(C(F)(F)F)CC1(O)c1ccccc1 (stereo unspecified)
(51) Cc1cc(C)cc(NC(=O)C(=O)NCCc2c[nH]c3ccccc23)c1
(52) O=C(CSc1nncn1-c1ccccc1)Nc1c(F)cccc1F
Screen / compound no.	49	50	51	52
CHO parental Ca	3	-22	-15	-7
CHRM1 agonist	-1	-4	-5	-2
CHO-K1 Ca antag	24*	2	-5	-12
M1 PAM	-6	5	0	6
M1 ag parental	21*	-0.2	0.8	0.9
M4 antag	13	-6	-1	-19
OXTR potentiate	-12	-1	-3	-3
M4 ag	4	-1	1	1
CHRM1 antagonist	18	2	-2	-12

Source: PubChem BioAssay

Hits appear at their usual frequency; any-hit rate near 2.9%.
